Compound activity deposited in PubChem by Sanford-Burnham Center for Chemical Genomics.
EBI2 block = EBI2 (human) antagonism; P32249; AID 651636; EBI2 beta-arrestin recruitment, luminescence, 7a,25-OHC stimulated; inhibition, % at 5 µM; 360,000 compounds, 0.81% hits; in the data active = inhibition above about 38%;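 also: enzyme fragment complementation signal reports receptor beta-arrestin coupling in cells; 0% = agonist plus DMSO wells and 100% = wells without agonist; some results beyond the cut were filed as inactive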
UPR XBP1 act = activators of adaptive arm of unfolded protein response (XBP1); CHO-XBP1 luciferase reporter, IRE1-XBP1 UPR activation, luminescence; percent of tunicamycin response, DMSO as zero; AID 463104; 330,000 compounds, 0.33% hits; activation, % at 20 µM;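 active = versus positive control, 20 µM dose yields 30% or more activation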;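 also: 100% = tunicamycin at 10 µg/mL and 0% = DMSO only wells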
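Assay system: CHO-XBP1 luciferase reporter cells; Schedule: 6 h treatment, 37 °C; Detection: glow luminescence from Steady-Glo reagent; Benchmarks: high control tunicamycin 10 µg/mL final, low control DMSO vehicle only.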
CXCR6 block = blocks human CXCR6 beta-arrestin recruitment. 360,000 compounds, 0.36% hits. AID 602244. CHO-K1 PathHunter CXCR6 beta-arrestin, luminescence. inhibition, % at 20 µM; in the data active = inhibition above about 34%, passing the limit was not always enough;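 also: antagonist mode with CXCL16 agonist at 10 nM final; 0% = 10 nM CXCL16 with DMSO and 100% = unstimulated wells without agonist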
Mdm2-MdmX inh = inhibitors of human Mdm2/MdmX interaction. O15151+Q00987. SaOS-2 split-luciferase Mdm2/MdmX complementation, luminescence. inhibition, % at 8 µM. 330,000 compounds, 3% hits. AID 485346;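 active = inhibition of at least 50% at 8 µM in the primary screen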
Target sequence (O15151 whole entry, looked up): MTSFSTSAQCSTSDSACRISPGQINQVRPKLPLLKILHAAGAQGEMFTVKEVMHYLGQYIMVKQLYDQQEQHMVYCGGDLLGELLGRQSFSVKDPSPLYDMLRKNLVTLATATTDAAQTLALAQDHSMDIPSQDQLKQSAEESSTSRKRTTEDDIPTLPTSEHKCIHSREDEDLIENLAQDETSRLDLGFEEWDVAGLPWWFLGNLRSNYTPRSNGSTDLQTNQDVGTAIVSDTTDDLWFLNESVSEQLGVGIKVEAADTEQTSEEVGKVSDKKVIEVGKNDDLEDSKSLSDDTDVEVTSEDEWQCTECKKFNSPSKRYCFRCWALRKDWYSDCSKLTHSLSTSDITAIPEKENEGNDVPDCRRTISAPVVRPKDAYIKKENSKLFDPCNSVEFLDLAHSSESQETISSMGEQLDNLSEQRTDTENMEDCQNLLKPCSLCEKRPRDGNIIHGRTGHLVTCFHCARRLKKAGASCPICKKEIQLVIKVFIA
Target sequence (Q00987 whole entry, looked up): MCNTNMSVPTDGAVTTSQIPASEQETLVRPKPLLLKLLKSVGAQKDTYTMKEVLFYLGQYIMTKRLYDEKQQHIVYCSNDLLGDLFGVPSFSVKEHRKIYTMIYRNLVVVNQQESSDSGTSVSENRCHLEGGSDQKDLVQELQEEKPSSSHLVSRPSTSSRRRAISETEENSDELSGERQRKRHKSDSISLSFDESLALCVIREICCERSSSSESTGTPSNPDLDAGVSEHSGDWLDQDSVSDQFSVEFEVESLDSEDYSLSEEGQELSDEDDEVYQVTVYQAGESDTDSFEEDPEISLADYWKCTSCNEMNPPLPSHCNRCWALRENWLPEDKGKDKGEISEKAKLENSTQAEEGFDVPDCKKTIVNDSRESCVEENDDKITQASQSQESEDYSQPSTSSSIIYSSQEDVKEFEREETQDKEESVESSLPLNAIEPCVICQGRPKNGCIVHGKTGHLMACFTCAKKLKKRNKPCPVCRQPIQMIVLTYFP
CHOP UPR activ = activators of apoptotic arm of unfolded protein response (CHOP); CHO-CHOP luciferase reporter, UPR activation, luminescence; percent of tunicamycin response over DMSO baseline; activation, % at 10 µM; 330,000 compounds, 0.34% hits;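 active = at 10 µM dose, activation of 40% or more, normalized to positive control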;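 also: 100% = tunicamycin at 10 µg/mL and 0% = DMSO alone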
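Dosing – one dose, 10 µM in 0.5% DMSO · System – CHO-CHOP cells, stable luciferase reporter of PERK-eIF2a-CHOP signalling · Input – 500 cells/well · Control set – tunicamycin 10 µg/mL final as positive, DMSO-only wells as negative · Timing – 6 h compound treatment, 37 °C · Measure – % activation vs tunicamycin · Technique – luminescence read with Steady-Glo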
697 NFkB inh = lowers PMA/ionomycin-induced NF-kB signal in 697 B cells; 330,000 compounds, 0.33% hits; 697 B-cell NF-kB luciferase reporter, 16 h; inhibition, % at 4 µM; in the data active = inhibition above about 35%
Jurkat NFkB inh = inhibitors of the PMA/ionomycin-induced NF-kB reporter in Jurkat cells. PMA/ionomycin-induced NF-kB luciferase reporter, luminescence. inhibition, % at 4 µM. 330,000 compounds, 0.53% hits; in the data active = inhibition above about 50%
CCR6 antagonist = CCR6 (human) receptor antagonism | P51684 | CHO-K1 CCR6 PathHunter beta-arrestin, luminescence, CCL20-stimulated | inhibition, % at 20 µM | 340,000 compounds, 0.49% hits;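 active = compounds whose inhibition of the agonist-driven luminescence signal at 20 µM reaches about 50%, limit read from the data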;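 also: cells stimulated with CCL20 at 14 nM final; plate controls were DMSO with CCL20 for no effect and DMSO without agonist for full effect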
Gli-Sufu antag = blocks Gli-Sufu signaling in a luciferase reporter; inhibition, % at 5 µM; Sufu-KO-LIGHT fibroblasts, Gli luciferase reporter luminescence; AID 588413; 340,000 compounds, 0.74% hits;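 active = inhibition above about 55%, limit read from the data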;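 also: 0% = DMSO-treated cells and 100% = wells with medium but no cells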
Starred values were filed as active, the others as inactive.

compound	EBI2 block	UPR XBP1 act	CXCR6 block	Mdm2-MdmX inh	CHOP UPR activ	697 NFkB inh	Jurkat NFkB inh	CCR6 antagonist	Gli-Sufu antag
O=C(c1ccco1)N1CCCC(Nc2ccc3c(c2)OCCO3)C1 (stereo unspecified)	-10	-2	2	7	2.9	-33	-35	3	-27
COC(=O)c1c(-c2ccccc2OC)sc2ccccc12	-1	-2	-11	45	-0.2	6	22	12	-18
Cc1cccc(OCC(=O)Nc2ccccc2N2CCCCC2)c1C	43*	-1	7	9	0.5	-8	-7	40	1
Cc1ccccc1NC(=O)Nc1ccc2c(c1)CCC2	13	-1	2	-47	5.4	-80	-107	7	-115
CCN(C(=O)COC(=O)/C=C/c1ccc(F)cc1)C1CCCCC1	0	0	0	17	1.3	3	9	18	9
Cc1ccc(-c2csc3ncn(CC(=O)OC(C)C)c(=O)c23)cc1	-1	-5	6	16	-2.0	-23	5	4	4
O=C(Cc1ccc(S(=O)(=O)N2CCCC2)s1)NC1CCCCCC1	9	-4	6	8	0.7	12	-12	0	-5
CCn1c(SCc2ccc(Cl)cc2)nc2nc3c(cc2c1=O)CCCC3	14	2	9	11	1.3	-9	3	17	6
COC(=O)CSc1nc2sc3c(c2c(=O)n1-c1ccccc1)CCN(C)C3	-10	1	7	8	2.3	14	9	20	18
CS(=O)(=O)N(CC(=O)Nc1ccccc1C(=O)NCc1ccccc1)c1ccc2c(c1)OCCO2	-4	-2	4	-9	-0.7	-7	-4	3	-3
Cc1ccc(Nc2cc(C)nc3nc(C)nn23)c(C)c1	-5	-1	-4	-18	-0.1	10	11	9	-1
COc1ccc(NC(=O)CCNC(=O)c2ccccc2Cl)cc1OC	-5	-3	3	-4	-0.4	10	3	7	-3
Cc1ccc(C(=O)NCCc2nnc3ccc(SCC(=O)Nc4ccccc4F)nn23)cc1	-5	0	-4	20	1.1	-10	-5	12	-2
Nn1c(COc2ccccc2)nnc1SCc1cc(=O)[nH]c2ccccc12	-3	0	-4	1	-0.6	-5	3	-8	4
COc1ccc(C(=O)N2CCC(C(N)=O)CC2)cc1S(=O)(=O)N1CCCC1	-7	1	2	10	-1.0	17	10	6	11
Cc1sc2ncnc(SCC(=O)c3cccs3)c2c1C	-8	0	5	-51	4.6	-54	-30	2	-31
CN(CC(=O)Nc1sccc1C#N)S(=O)(=O)c1ccc(F)cc1	5	2	0	-7	-1.6	10	6	-11	0
C=CCn1c(N)cc(=O)nc1SCC(=O)Nc1ccccc1	-10	-2	1	35	-2.1	8	-9	3	-3
COc1ccc(-c2cc(C(N)=O)nc(N3CCCCCC3)n2)cc1	10	5	-5	15	-3.3	-74	-11	8	-7
CCc1cccc(C)c1NC(=O)CSc1nc2ccc(N3C(=O)c4ccccc4C3=O)cc2s1	4	-5	3	5	-0.2	1	8	-15	11
FC(F)(F)c1cc(Cl)c2nnc(-c3ccccn3)n2c1	3	0	0	-9	0.6	4	3	5	4
CNS(=O)(=O)c1ccc(NCC2COc3ccccc3O2)c([N+](=O)[O-])c1 (stereo unspecified)	2	-4	6	0	-0.8	-4	-23	24	-15
COC(=O)c1c(NC(=O)C2C3C=CC(CC3)C2C(=O)O)sc(C)c1C (stereo unspecified)	2	-1	-10	-1	-0.3	18	-8	4	-5
Cc1nc2ccc(NC(=O)Cc3ccc(Br)cc3)cc2s1	2	-1	-6	-6	0.6	-12	0	9	1
CCOc1ccc(NC(=S)N2c3ccccc3CC2C)cc1 (stereo unspecified)	66*	0	-17	-15	0.6	-2	-19	-7	17

Other compounds.
compound	EBI2 block	UPR XBP1 act	CXCR6 block	Mdm2-MdmX inh	CHOP UPR activ	697 NFkB inh	Jurkat NFkB inh	CCR6 antagonist	Gli-Sufu antag
O=C(OCC(=O)N1CCCC1=O)c1cccc(S(=O)(=O)N2CCOCC2)c1	3	-2	-6	0	-0.9	-5	-3	10	0
Cc1cc(Nc2ccc(F)cc2)n2nc(C)nc2n1	-1	-1	-2	19	2.7	-2	12	-8	26
O=C(Nc1ccc(N2CCCCC2)cc1)c1cc([N+](=O)[O-])cc([N+](=O)[O-])c1	-6	2	-20	20	-0.4	-13	1	-1	-12
CCN(CC(=O)Nc1ccc2c(c1)OCCO2)C(=O)c1ccc([N+](=O)[O-])s1	-30	-1	-22	23	0.7	24	-2	3	-13
O=C(Nc1ccc2c(c1)OCO2)C1COc2ccccc2O1 (stereo unspecified)	-2	4	-11	-5	4.0	-13	-42	-27	6
COc1ccc(C(=O)Cc2cnn(-c3ccccc3)c2)c(O)c1	-1	0	6	-156	2.9	-84	-64	-11	6
COc1ccc(NS(=O)(=O)c2cc([N+](=O)[O-])ccc2N/N=C\c2c(C)[nH]c3ccccc23)cc1	20	23	36	77*	20	-25	3	41	3
O=C(Nc1nnc(-c2ccc(F)cc2)s1)c1c(F)cccc1Cl	-4	2	2	7	-0.6	14	3	3	-11
COc1ccc([C@@H]2[C@@H]3C(=O)N(C(C)(C)C)C(=O)[C@@H]3[C@]3(C)C(=O)N(c4cccc(F)c4)C(=O)N23)cc1	1	-2	-6	15	-1.0	1	-2	2	21
COc1ccc(C(=O)Nc2ccc(C(=O)O)cc2NC(=O)c2ccc(OC)cc2)cc1	-10	-2	6	17	-1.1	5	-9	11	0
Nc1nc(SCc2ccc(F)cc2)n[nH]1	-5	-1	-4	10	2.2	-9	-3	6	-9
CC1CCN(C(=S)c2cccc([N+](=O)[O-])c2)CC1	-2	0	10	-3	-1.3	19	-1	9	-1
Cn1c(=O)c2c(nc(N3CCOCC3)n2CCCNC2=NCCCCC2)n(C)c1=O	-3	0	1	-8	-2.5	14	-8	6	4
COCCOC(=O)c1c(NC(=O)CN2CCOCC2)sc(C(N)=O)c1C	-9	0	-7	-29	8.6	1	-2	-1	4
Cc1ccc(S(=O)(=O)c2cc3c(=O)n4ccccc4nc3n(CC3CCCO3)c2=N)cc1C (stereo unspecified)	-19	1	5	-7	-0.7	0	5	15	43
O=C(COC(=O)CNC(=O)c1ccccc1F)Nc1cccnc1Cl	0	3	3	-3	2.0	4	9	2	-6
COc1ccc([C@H]2CC(=O)C=C(c3ccccc3)C2)cc1OC	11	-2	-4	13	-1.0	8	0	23	-13
COc1ccc(N2C(=O)c3ccccc3NC2c2ccc(OC)c(Cn3nnc4ccccc43)c2)cc1 (stereo unspecified)	-1	2	6	-32	3.2	-73	-63	7	-38
CC1CCCN(c2nc(NCc3ccco3)nc(N)c2[N+](=O)[O-])C1 (stereo unspecified)	7	1	3	-1	-1.2	-15	3	25	7
COCCN(CC(=O)NC1CCCCC1)C(=O)CSc1nc2ccccc2o1	-10	3	4	18	1.0	-1	4	11	5
Nc1nonc1-c1nc2ccccc2n1CC(=O)N/N=C/c1ccc(-c2cccc(C(=O)O)c2)o1	7	-2	10	9	2.4	12	11	-1	2
Cc1cccc(NC(=O)C2C3C=CC(C4CC34)C2C(=O)O)c1 (stereo unspecified)	2	0	4	-3	3.2	5	0	16	13
Cn1nc(C(=O)OCC(=O)c2ccc(Cl)cc2)c2ccccc2c1=O	1	-2	4	14	0.0	-15	3	22	3
O=C(Cn1c(C(=O)NCC2CCCO2)cc2sccc21)c1ccccc1 (stereo unspecified)	-13	1	-5	1	-1.6	16	-3	4	7
CCOc1ccc(NC(=O)CC2C(=O)N(CC)C(=S)N2CCNC(C)=O)cc1 (stereo unspecified)	-13	0	-9	5	0.3	11	23	10	-1

For convenience, part of the list above.
compound	EBI2 block	UPR XBP1 act	CXCR6 block	Mdm2-MdmX inh	CHOP UPR activ	697 NFkB inh	Jurkat NFkB inh	CCR6 antagonist	Gli-Sufu antag
O=C(OCC(=O)N1CCCC1=O)c1cccc(S(=O)(=O)N2CCOCC2)c1	3	-2	-6	0	-0.9	-5	-3	10	0
Cc1cc(Nc2ccc(F)cc2)n2nc(C)nc2n1	-1	-1	-2	19	2.7	-2	12	-8	26
O=C(Nc1ccc(N2CCCCC2)cc1)c1cc([N+](=O)[O-])cc([N+](=O)[O-])c1	-6	2	-20	20	-0.4	-13	1	-1	-12
CCN(CC(=O)Nc1ccc2c(c1)OCCO2)C(=O)c1ccc([N+](=O)[O-])s1	-30	-1	-22	23	0.7	24	-2	3	-13

(cont.)
compound	EBI2 block	UPR XBP1 act	CXCR6 block	Mdm2-MdmX inh	CHOP UPR activ	697 NFkB inh	Jurkat NFkB inh	CCR6 antagonist	Gli-Sufu antag
CC(Sc1cccc[n+]1[O-])C(=O)Nc1ccc(Oc2ccccc2)cc1 (stereo unspecified)	-10	-5	6	21	-0.1	9	-5	5	0
COC(=O)C1=C(C)NC(=O)NC1c1cn(-c2ccccc2)nc1-c1cccs1 (stereo unspecified)	-1	-3	3	-3	-1.0	-6	-3	-12	-15
COc1ccc(C2=NOC(Cn3nc(C(=O)NCC4CC4)cc3-c3ccccc3)C2)cc1 (stereo unspecified)	-7	-5	-9	5	-0.9	13	1	8	34
Cc1ccccc1CSCCNC(=O)c1ccc(Cl)c(S(=O)(=O)N2CCOCC2)c1	4	-3	-4	-7	0.0	-9	-14	21	0
COc1ccc(CCNC(=O)COc2ccc(S(=O)(=O)N3CCOCC3)cc2)cc1OC	-10	-5	-1	9	-2.7	9	-2	-9	-2
CCCCC(CC)Cn1c(O)c(/C=C2\C=NN=C2c2ccccc2)sc1=S (stereo unspecified)	16	-1	-18	22	4.9	5	0	3	1
COc1ccc(S(=O)(=O)N(CC(=O)NCC2CCCO2)c2ccc(F)cc2)cc1OC (stereo unspecified)	2	6	-5	4	-0.7	-8	-17	11	7
N#Cc1nc(COc2ccccc2)oc1NCCCn1ccnc1	1	2	-8	-39	2.8	-38	-12	6	-24
CCN(CC(=O)Nc1c(C(=O)OC)[nH]c2ccccc12)c1ccc2c(c1)OCO2	-2	0	-2	17	-0.1	-8	6	-1	11
Cc1c(Cl)cccc1NC(=O)CNCc1ccccc1F	-10	-1	1	11	-1.8	9	-1	-4	0
COCCNC(=O)c1ccc2c(c1)nc(C)n2-c1cc(OC)c(OC)c(OC)c1	-5	-2	0	-14	1.2	-8	5	-10	-1
C=C(C)CSc1nc(N)c(C#N)c(-c2ccc(C)cc2)c1C#N	1	2	8	15	-0.9	-35	-12	12	-9
CC(C)c1nnc(NC(=O)CC(=O)Nc2ccccc2C(=O)O)s1	1	-5	-4	67*	-4.1	15	-2	3	52
N#Cc1cccc(NC(=O)COC(=O)c2ccccc2C(=O)c2ccc(Cl)c([N+](=O)[O-])c2)c1	31	-5	5	98*	105*	3	28	27	5
COc1ccc(S(=O)(=O)Nc2ccc(NC(C)=O)cc2)cc1	-9	-1	2	7	0.2	13	7	8	2
CCC(C)n1c(-c2cccs2)nc2nc3ccccc3nc21 (stereo unspecified)	3	8	3	20	-0.5	6	6	17	23
O=[N+]([O-])c1cccc2ccc(/C=C/c3ccc(Cl)cc3)nc12	13	2	1	-90	8.6	-50	-1	3	-11
COc1cc2[nH]c3c(=O)n(N)c(=O)[nH]c3c2cc1OC	-3	-1	-2	1	1.1	7	0	-1	18
Cc1ccc(OCC(=O)N(C)CC(=O)Nc2ccc(Cl)c(C(F)(F)F)c2)c([N+](=O)[O-])n1	-2	-1	-4	25	-1.5	-1	7	14	1
C=CCNC(=O)Cc1c(OC)ccc2cc(Br)ccc12	10	-2	6	13	0.6	-9	13	17	1
